SNCA expr inh – inhibitors of alpha-synuclein (SNCA) gene expression. HEK-293 SNCA-luciferase knock-in, luminescence, 24 h. Potency, µM (series often up to 57.2 µM), for the others: at the top dose activity change, negative = inhibition, usual class: inhibitors. hit rate 0.17% among 140,000;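 note: potency is the fitted concentration of half-maximal effect; plate controls were DMSO cells for no effect and cell-free wells for full effect; nearly all actives have a fitted effect of over 45% in size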
IP6K1 inhibitor – blocks human inositol hexakisphosphate kinase 1; Q92551; IP6K1 kinase, ADP-Glo luminescence, 2 h; stronger effect = lower value; activity change, % (series mostly up to about 58 µM); hit rate 0.81% among 140,000; AID 1645851; in the data active = activity change below about -25%
Target sequence (Q92551 whole entry, looked up): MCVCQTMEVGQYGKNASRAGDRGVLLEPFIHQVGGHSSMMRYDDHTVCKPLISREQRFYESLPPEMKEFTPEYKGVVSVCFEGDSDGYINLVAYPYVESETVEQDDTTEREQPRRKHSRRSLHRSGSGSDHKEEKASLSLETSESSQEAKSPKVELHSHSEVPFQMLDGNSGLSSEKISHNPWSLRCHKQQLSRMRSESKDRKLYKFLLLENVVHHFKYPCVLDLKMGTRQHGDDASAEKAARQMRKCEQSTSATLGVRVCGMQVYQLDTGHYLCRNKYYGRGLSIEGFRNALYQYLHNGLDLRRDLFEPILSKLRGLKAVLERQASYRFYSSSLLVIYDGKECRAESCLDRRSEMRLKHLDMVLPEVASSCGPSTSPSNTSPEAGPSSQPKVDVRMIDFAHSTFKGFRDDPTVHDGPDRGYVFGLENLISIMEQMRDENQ
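ADP-Glo luminescence measures ADP made by human IP6K1 during a 2 h RT reaction with ATP/IP6 (mix at 1.3 mM/130 uM); top library doses 57.5 and 19.1 uM final.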
NIH3T3 tox – cytotoxic compounds in NIH 3T3 cells. NIH 3T3 viability, CellTiter-Glo ATP luminescence, 48-72 h. Potency, µM (series often up to 96.7 µM), for inactives: at the highest dose activity change, negative = cytotoxicity, most hits filed as inhibitors. hit rate 4.3% among 94,000. AID 1345082; note: potency is the fitted concentration of half-maximal effect; nearly all actives have a fitted effect of over 55% in size
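Cytotoxicity is measured as loss of cellular ATP: NIH 3T3 cells (400/well) are exposed to compound for 48 or 72 hr at 37 °C, then CellTiter-Glo luminescence is imaged after 10 min at room temperature.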
Luciferase inh – Photinus pyralis luciferase inhibition; purified P. pyralis luciferase, luminescence, biochemical; Potency, µM (highest dose often 115 µM), inactives show at the top dose activity change, negative = inhibition, actives largely listed as inhibitors; hit rate 2.5% among 76,000; P08659; note: potency is the fitted concentration of half-maximal effect; nearly all actives have a fitted effect of over 65% in size
Target sequence (P08659 whole entry, looked up): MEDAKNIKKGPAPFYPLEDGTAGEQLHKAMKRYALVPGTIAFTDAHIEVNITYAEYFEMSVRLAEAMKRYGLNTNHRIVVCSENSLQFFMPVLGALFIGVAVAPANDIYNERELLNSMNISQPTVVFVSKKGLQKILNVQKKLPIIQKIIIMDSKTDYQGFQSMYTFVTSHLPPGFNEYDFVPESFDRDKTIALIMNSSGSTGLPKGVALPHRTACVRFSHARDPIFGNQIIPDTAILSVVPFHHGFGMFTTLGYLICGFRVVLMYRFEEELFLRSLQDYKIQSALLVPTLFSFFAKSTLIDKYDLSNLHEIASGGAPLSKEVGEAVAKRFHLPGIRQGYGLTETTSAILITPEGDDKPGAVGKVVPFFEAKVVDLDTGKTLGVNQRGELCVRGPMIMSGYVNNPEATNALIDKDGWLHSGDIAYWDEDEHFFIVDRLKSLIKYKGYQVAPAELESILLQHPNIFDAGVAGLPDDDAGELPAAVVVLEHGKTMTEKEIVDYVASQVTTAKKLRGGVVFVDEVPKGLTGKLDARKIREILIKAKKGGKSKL
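Biochemical qHTS: compound (6-point titration) added to 10uM D-luciferin plus 10uM ATP in Tris acetate pH 7.5 buffer with Mg, Tween-20 and BSA, then purified enzyme at 10nM; light output imaged.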
SNCA viab count – counter-screen for SNCA expression inhibitors: cell viability; HEK-293-SNCA-luc viability, GF-AFC fluorescence, 24 h; Potency, µM (titrated, usually from 57.1 µM), for the others: top-dose activity change, negative = cytotoxicity, usual class: cytotoxic; hit rate 0.12% among 150,000; AID 1671193;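 note: potency is the fitted concentration of half-maximal effect; 0% = DMSO-treated cells and -100% = medium-only wells without cells; nearly all actives have a fitted effect of over 30% in size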
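HEK-293-SNCA-luc cells (1500/well) plated 24 h, then exposed 24 h to a dilution series; GF-AFC added 30 min at 37C, fluorescence 405/540 nm; normalised to medium-only and DMSO wells, Hill fit.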
GPT2 inhibitor – blocks human glutamate pyruvate transaminase 2; Recombinant GPT2, coupled pyruvate oxidase/HRP Amplex Red fluorescence; Potency, µM (doses to about 57.7 µM), for inactives: at the highest dose activity change, negative = inhibition, most hits filed as inhibitors; Q8TD30; AID 1671188; hit rate 0.25% among 100,000; note: potency is the fitted concentration of half-maximal effect; nearly all actives have a fitted effect of over 60% in size; many of its hits are not listed in these tables
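GPT2 10ng/uL, a-KG 250uM, L-Ala 2mM, HEPES pH7.5 + 0.0001% Tween; 30 min RT. Then Amplex mix (PO/HRP/ThPP), 30 min RT dark, fluorescence. AOA 50uM used as positive control.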
HEK293 tox – cytotoxic compounds in HEK 293 cells; HEK 293 viability, ATP luminescence (CellTiter-Glo), 48-72 h; AID 1345083; hit rate 6.6% among 94,000; Potency, µM (titrated, usually from 115 µM), for the others: top-dose activity change, negative = cytotoxicity, usual class: inhibitors; note: potency is the fitted concentration of half-maximal effect; nearly all actives have a fitted effect of over 60% in size
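250 HEK 293 cells/well; compound by pintool; incubated 48 or 72 hr at 37 degree Celsius; CellTiter-Glo added, 10 min RT, luminescence imaged.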
Starred values were filed as active, the others as inactive; i = inactive; ? = inconclusive; · = not tested or not shown; [ ] = dose if it differs, or a comment. Unless noted, calls come from the whole dose curve; as a rule, active = well fitted curve in the direction sought with a large enough effect; inconclusive = small, poorly fitted or top-dose-only effect, or another doubt; inactive = no such curve, though single readings can be large; an effect the other way counts as inactive or inconclusive. Unless noted, % is set by controls: 0 for no effect and ±100 for the full control effect. These rows are one share of the data; count on the stated rates, not on these rows.

mol | SNCA expr inh | IP6K1 inhibitor | NIH3T3 tox | Luciferase inh | SNCA viab count | GPT2 inhibitor | HEK293 tox
CC1(NC(=O)C2CC2)CN(Cc2nc(-c3cccc(F)c3)cs2)C1 | 2%[87.6 µM] | 10 | -20%[138 µM] | 2.8µM* | -6%[87.6 µM] | 0%[88.5 µM] | ?
O=C1NC(C(=O)NCCCn2cccn2)Cn2cccc21 (centres undefined) | ? | 0 | i | 6% | 10% | 1% | i
CC(=O)N1CC(n2cc(C(=O)NCC3CC3)nn2)C1 | -5% | -1 | i | 5% | 11% | i | 0%
O=C(CCc1cc(=O)[nH]o1)N[C@H](C1CCNCC1)C1CC(O)C1 (some centres undefined) | 0% | 1 | 0% | 4% | -2% | 2% | -2%
COc1ccccc1N1CCN(C(=O)c2cc3ccc4ccc(C)[nH]c4c3n2)CC1 | -2% | 5 | · | · | -13% | · | ·
CN1CCN(c2nc3c(c(=O)[nH]2)CCN(Cc2cc(F)ccc2F)CC3)CC1 | -2% | 9 | -4% | 1% | 1% | 1% | -3%
COC[C@@H]1CN(C(=O)c2ccoc2C)C[C@H]1c1nc(C2CC2)no1 | 3% | -8 | 0% | -14% | 6% | 1% | -11%
CCCc1noc(-c2cccn3c(CNC(=O)c4ccccc4C)nnc23)n1 | -20% | 3 | -12% | 2% | 1% | i | -24%
O=C(c1ccc(Cl)s1)N1CCc2n[nH]c(=O)n2CC1 | 1% | 4 | -2% | 6% | 14% | i | -3%
CC(=O)Nc1ccc(C)cc1-c1nc2ccccc2n(Cc2cccc(Br)c2)c1=O | 5% | 17 | · | · | 9% | · | ·
CCn1cc(CN(C)C(=O)C2N(C(C)C)C(=O)C23CCCC3)c(C)n1 (centres undefined) | 5% | -1 | -3% | -4% | 3% | i | -9%
CCc1ccc(NC(=O)N2c3ccccc3Sc3ccccc32)cc1 | -7% | -10 | · | · | 20% | · | ·
N#Cc1c(-c2ccccc2)cc(-c2ccccc2)nc1SCC(=O)Nc1ccc(Cl)cc1 | 21% | -11 | · | · | 9% | · | ·
COCCN1C(=O)c2cccn2CC1CNC(=O)c1ccc(Cc2c(C)noc2C)o1 (centres undefined) | -16% | 9 | -16% | -8% | 3% | i | -9%
COc1cccc(CN2C(=O)c3ccccc3Sc3ccc(C(=O)NCCc4ccc(Cl)cc4)cc32)c1 | 63%[activator] | 0 | · | · | 13% | · | ·
Cc1nc(CN2CCN(CC3(O)CCNC3)CC2)cs1 (centres undefined) | -24% | 16 | 4% | 5% | -5% | i | -3%
CCn1c(C)c(C)c2cc(C(=O)NCCCN3CCCCC3)ccc21 | 18% | -13 | · | · | 1% | · | ·
O=C(NCc1ccc2c(c1)CCN2C(=O)c1ccncc1)c1ccccc1Cl | 24% | 0 | · | · | 3% | · | ·
COc1cc(CN2CCN(c3ncnc4[nH]ccc34)CC2CCO)cc(OC)c1 (centres undefined) | 3% | -19 | ? | -22% | -2% | i | ?
CCn1ccc(C(=O)N2CCCC(CO)CCNC(=O)CC2)n1 (centres undefined) | 12% | -18 | 2% | 10% | 6% | 1% | i

Fetched by structure from the list above, 3 records:
mol | SNCA expr inh | IP6K1 inhibitor | NIH3T3 tox | Luciferase inh | SNCA viab count | GPT2 inhibitor | HEK293 tox
CCn1cc(CN(C)C(=O)C2N(C(C)C)C(=O)C23CCCC3)c(C)n1 (centres undefined) | 5% | -1 | -3% | -4% | 3% | i | -9%
CC(=O)Nc1ccc(C)cc1-c1nc2ccccc2n(Cc2cccc(Br)c2)c1=O | 5% | 17 | · | · | 9% | · | ·
Cc1nc(CN2CCN(CC3(O)CCNC3)CC2)cs1 (centres undefined) | -24% | 16 | 4% | 5% | -5% | i | -3%

More structures:
mol | SNCA expr inh | IP6K1 inhibitor | NIH3T3 tox | Luciferase inh | SNCA viab count | GPT2 inhibitor | HEK293 tox
N#Cc1c(N)n(-c2cccc(Cl)c2)c2nc3ccccc3nc12 | 23% | 32 | · | · | 13% | · | ·
Cc1ccc(Cn2c(=O)n(-c3cccc(C(F)(F)F)c3)c(=O)c3c(C)c(C)sc32)c(C)c1 | -24% | 23 | · | · | -8% | · | ·
CC(C)Oc1ccc(CNS(=O)(=O)c2csc(C(N)=O)c2)cc1 | 27% | -17 | · | · | 7% | · | ·
O=C(N1CCC2(CC1)[C@H](O)C[C@@H]2OCCO)C1(c2ccccc2)CCCC1 | -5% | 9 | -31% | -6% | -16% | 3% | -13%
Cc1noc(C)c1S(=O)(=O)N1CCCC(CO)CCNC(=O)CC1 (centres undefined) | 21% | -8 | -4% | -13% | -5% | 2% | 3%
c1ccc(Cc2nnc(SCc3nc(-c4cccs4)no3)n2-c2ccccc2)cc1 | -8% | -2 | · | · | -5% | · | ·
COc1ccc(C2(C(=O)N3CCC[C@H]3c3nc(-c4ccccc4Cl)no3)CC2)cc1 | -3% | 10 | ? | -5% | -13% | i | ?
O=C(O)Cn1ccc2cc(OCC3CCN(C(=O)OC4CCCC4)CC3)cnc21 | -22%[87.6 µM] | -2 | 32µM* | ? | -11%[87.6 µM] | 4%[88.5 µM] | i
OCC1(Cc2ccc(F)cc2)CCCN(c2nc3ccccc3s2)C1 (centres undefined) | -12% | 6 | ? | 4% | -6% | -7% | 40µM*
COc1ccccc1OCCCn1c(-c2ccc(Cl)cc2)nc2ccccc2c1=O | -10% | -2 | · | · | -1% | · | ·
COc1ccc([C@@H]2Sc3ccccc3NC(=O)[C@@H]2O)cc1 | -29%[25.6 µM] | 4 | · | · | -25%[23.9 µM] | -10% | ·
COc1ccc(-c2cc(N3CCCC(NC(=O)c4ccc(C)nc4)C3)n[nH]2)cc1 (centres undefined) | 16% | 1 | ? | 35µM* | -18% | ? | -63%
Cc1cccc(C(=O)N2CCc3cc(CNC(=O)c4cc5ccccc5[nH]4)ccc32)c1 | -6% | -10 | · | · | 2% | · | ·
CC(C)(C)C(=O)N1CC[C@@H](CC(=O)O)[C@@H](CCN2CCC[C@H]2C(N)=O)C1 | -9%[87.6 µM] | -2 | -15%[174 µM] | -13%[172 µM] | 4%[87.6 µM] | i | -12%[172 µM]
O=C(O)C[C@@H]1CCN(C(=O)c2ccc(C(F)(F)F)cc2)C[C@@H]1CCN1CCN(c2ccc(F)cc2)CC1 | ? | -18 | -23% | 4% | -2% | 2% | 1%
CCC(=O)Nc1ccc(-c2nc3ncccc3o2)cc1C | 99%[activator] | -15 | · | · | -15% | · | ·
COC1CCC12CCN(C(=O)c1cccs1)CC2 (centres undefined) | 12% | -12 | i | -6% | ? | 0% | ?
COc1ccc(OC)c2sc(N3CCN(C(=O)c4ccco4)CC3)nc12 | 9% | -3 | · | · | -4% | · | ·
Cc1ccc(C(C)(O)c2nc3ccccc3s2)c(C)c1 (centres undefined) | -6% | · | · | · | -1% | -20% | ·
O=C(c1cccs1)C1CCCN(C(=O)c2ccc(N3CCCC3=O)cc2)C1 (centres undefined) | -15% | -6 | -7% | 0% | -2% | 3% | 2%
CN1CCC(Nc2nccc3c(=O)cc(N(C)c4ccccc4)oc23)CC1 | 21%[87.6 µM] | -18 | ? | -1%[172 µM] | -10%[87.6 µM] | 5%[88.5 µM] | -10%[172 µM]
CCC(CC)(NC(=O)C(C)C)C(=O)N[C@@H](CCCN=C(N)N)C(=O)NC1(C(=O)NC(c2ccc(F)cc2)c2ccc(F)cc2)CCCC1 | · | -3 | · | · | 16% | i | ·
C1CCC(c2nc(CCOCC3CCOCC3)no2)NC1 (centres undefined) | -5% | 12 | 1% | -6% | -1% | 2% | i
COc1ccc(-c2coc3c2c(C)cc2oc(=O)c(C)c(C)c23)cc1 | -9% | 6 | · | · | -2% | · | ·
O=C(Cn1ccn2nc(-c3ccccc3)c(CO)c2c1=O)Nc1ccc2c(c1)OCO2 | 3% | 5 | ? | 2% | 7% | -5% | ?
COc1ccc(Nc2nccc3c(=O)cc(-c4ccccn4)oc23)cc1OC | 20%[87.6 µM] | -11 | ? | ? | 3%[87.6 µM] | 0%[88.5 µM] | ?
O=C([C@@H]1C[C@H](Oc2cccnc2)CN1C(=O)NC1CCCCC1)N1CCOCC1 | 11% | 14 | ? | -14% | -1% | -4% | 3%
CCc1nnc(NC(=O)CSc2nccn2Cc2ccc(C)cc2)s1 | 4% | 1 | · | · | 3% | · | ·
Cc1cc(C)c(NC(=O)Cn2c(=O)n(CCC(C)C)c(=O)c3cccnc32)c(C)c1 | -21% | 2 | · | · | 2% | · | ·
CCCCS(=O)(=O)Nc1ccc([C@H]2OCC(=O)N(Cc3ccc(F)cc3)[C@@H]2CO)cc1 | ? | 7 | -7% | 4% | -4% | 3% | -21%
O=C(Cn1nc(C(F)(F)F)c2c1CCCC2)Nc1ccc(F)c(Cl)c1 | ? | -3 | · | · | -27% | · | ·
CCn1nnc2cc(C(=O)Nc3ccc(Cl)cc3C)ccc21 | 0% | 6 | · | · | -9% | · | ·
CCc1cnc2c(c1SCC(=O)Nc1ccc(OC)c(OC)c1)c(=O)n(C)c(=O)n2C | -29% | -12 | · | · | -19% | · | ·
Cc1cn(C)c(CC(=O)N2CCN(c3cccc(Cl)c3)CC2)c1C(=O)O | 6% | -26* | · | · | 1% | · | ·
Cc1cccc(-c2noc(CN(C(=O)COc3ccc(C(C)C)cc3)C(C)C)n2)c1 | -10% | 8 | · | · | 4% | · | ·
O=C(c1ccccc1)N1CC[C@H](c2nc3ccc(F)cc3[nH]2)C1 | 3%[87.6 µM] | -12 | -26%[138 µM] | -4%[172 µM] | 4%[87.6 µM] | -16%[88.5 µM] | ?
CC(C)CNC(=O)c1ccc2oc(-c3cccnc3)nc2c1 | 118%[activator][87.6 µM] | 2 | -17%[138 µM] | · | -4%[87.6 µM] | i | -4%[172 µM]
COCC1CN(C(=O)NCc2ccc(OC)cc2)CC12CCNCC2 (centres undefined) | 9% | -10 | i | 4% | -15% | i | -20%
CCc1nc(-c2c3n(c(=O)n(CC(=O)Nc4cccc(C#N)c4)c2=O)CCCCC3)no1 | -7% | 11 | -11% | 0% | -10% | 2% | 0%
O=C(NCc1ccccc1)c1nc2c(o1)CCN(Cc1ccc(F)cc1)CC2 | -5%[87.6 µM] | 5 | ? | -16%[172 µM] | -5%[87.6 µM] | 4%[88.5 µM] | ?
Cc1ccc(C#N)c(NCc2cccnc2Oc2cccc(C(F)(F)F)c2)n1 | -17% | -2 | ? | 0% | -10% | -5% | ?
C#C[C@]1(O)CC[C@H]2[C@@H]3CCC4=CC(=O)CC[C@@H]4[C@H]3CC[C@@]21C | 6%[25.6 µM] | -6 | · | · | 4%[23.9 µM] | i | ·
